KCNK3 inh: human KCNK3 channel inhibition, primary screen; O14649; CHO-KCNK3 thallium flux, FluxOR fluorescence; stronger effect = lower value; B-score at 10 µM; 340,000 tested, 0.84% active; AID 602410;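 active = B-score under library mean minus 4 SD, starting fluorescence ratio at most library mean plus 5 SD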;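 note: more negative B-score means stronger inhibition of thallium flux through KCNK3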
TRPC4 PAM: allosterically enhances the mouse TRPC4 cation channel; HEK293 TRPC4beta/mu-opioid, DAMGO EC20, Fluo-4 Ca2+ flux; stronger effect = higher value; B-score at 10 µM; Q9QUQ5; 310,000 tested, 0.42% active; AID 2227;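 active = B-score of calcium response area above 5 SD of library B-scores, with initial fluorescence ratio within 5 SD of library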;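 note: B-score of integrated fluorescence ratio over time as area under calcium response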
Target sequence (Q9QUQ5 whole entry, looked up): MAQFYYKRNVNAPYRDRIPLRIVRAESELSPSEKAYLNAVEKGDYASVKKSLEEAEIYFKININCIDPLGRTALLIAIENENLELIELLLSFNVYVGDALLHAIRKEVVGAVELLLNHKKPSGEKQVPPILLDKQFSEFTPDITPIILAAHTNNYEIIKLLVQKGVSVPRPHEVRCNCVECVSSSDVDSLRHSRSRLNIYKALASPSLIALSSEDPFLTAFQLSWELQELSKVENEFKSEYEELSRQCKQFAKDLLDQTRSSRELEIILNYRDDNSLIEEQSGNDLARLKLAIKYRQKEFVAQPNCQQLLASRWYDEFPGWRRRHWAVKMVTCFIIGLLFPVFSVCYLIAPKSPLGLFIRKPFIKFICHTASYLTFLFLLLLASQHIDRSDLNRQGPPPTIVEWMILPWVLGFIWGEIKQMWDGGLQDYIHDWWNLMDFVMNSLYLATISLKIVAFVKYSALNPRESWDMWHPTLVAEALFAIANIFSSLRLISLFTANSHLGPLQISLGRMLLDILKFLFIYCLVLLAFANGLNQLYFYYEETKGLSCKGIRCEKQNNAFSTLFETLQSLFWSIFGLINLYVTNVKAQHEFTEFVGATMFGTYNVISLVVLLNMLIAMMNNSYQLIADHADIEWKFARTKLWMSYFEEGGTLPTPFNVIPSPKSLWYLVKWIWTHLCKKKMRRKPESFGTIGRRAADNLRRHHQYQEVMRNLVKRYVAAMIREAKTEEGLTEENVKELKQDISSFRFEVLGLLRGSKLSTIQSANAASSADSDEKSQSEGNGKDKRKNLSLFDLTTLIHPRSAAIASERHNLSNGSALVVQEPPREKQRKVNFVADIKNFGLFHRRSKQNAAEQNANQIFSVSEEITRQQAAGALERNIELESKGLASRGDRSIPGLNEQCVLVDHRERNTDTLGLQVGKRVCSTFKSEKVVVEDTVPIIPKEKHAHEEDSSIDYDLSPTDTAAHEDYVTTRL
hERG protect: compounds protecting human hERG from proarrhythmic drug block; AID 1511; 310,000 tested, 0.51% active; Q12809; activation (rescue from dofetilide block), less the hit threshold, % at 10 µM; CHO-hERG, FluxOR thallium flux, dofetilide IC70 present;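 active = activation above the mean of controls blocked by dofetilide plus 5 SD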;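 note: thallium influx through hERG after potassium depolarization seen as dye fluorescence rise; in these data hits start at about 4.7%; inactives centre near -7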
TRPC4 agonist: opens the mouse TRPC4 cation channel. Q9QUQ5. HEK293 TRPC4beta/mu-opioid, Fluo4 calcium fluorescence; stronger effect = higher value. B-score at 10 µM. 310,000 tested, 0.49% active. AID 2237;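 active = B-score above 5 SD of library B-scores, and initial fluorescence ratio not above library mean plus 5 SD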;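 note: positive B-score marks a calcium rise read as TRPC4 activation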
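system = HEK293 cells stably co-expressing mouse TRPC4beta and mu-opioid receptor | schedule = Fluo4 dye loading 45 min at room temperature, 110 s recording | measure = B-scored integrated calcium fluorescence ratio | signal = Fluo4 calcium-sensitive dye fluorescence, kinetic, 1 Hz baseline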
Platelet DG rel: platelet dense granule release activity; 300,000 tested, 0.22% active; AID 1663; human platelet-rich plasma, SFLLRN dense granule ATP release, luminescence; inhibition, %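 (compounds screened at 7.5 µM in platelet-rich plasma)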;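 active = mean replicate score, as percent of positive control, at or above 50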
KCNK9 block: blocks the human KCNK9 two-pore domain potassium channel | Q9NPC2 | HEK293 KCNK9, FluxOR thallium flux fluorescence; stronger effect = lower value | B-score at 10 µM | 310,000 tested, 1.2% active;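 active = ratio B-score over 3 SD below the library mean, with starting fluorescence within 5 SD of its mean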;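 note: negative B-score means less thallium flux so channel inhibition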
PolyA inh: blocks polyadenylation in yeast reporter cells. S. cerevisiae SKY197-pL101 polyadenylation reporter, beta-gal luminescence; efflux-impaired pdr1/pdr3 knockout yeast; score 100 = 6 SD above DMSO. calls only at 12 µM. 300,000 tested, 0.02% active;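 active = lowest replicate activity score at least 50, where 100 means six control SD above control mean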;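 note: yeast exposed to compound for 9 h at 30 °C; higher score means more reporter readthrough which indicates perturbed polyadenylation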
Dyrk1A ADPGlo: inhibitors of rat Dyrk1A kinase; ADP-Glo luminescence, NFATc1 peptide; inhibition, % at 12.5 µM; Q63470; 310,000 tested, 0.43% active; AID 504441; in the data active = inhibition above about 50%;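 note: plate controls were vehicle with enzyme for no effect and no enzyme for full effect; many of its hits are not listed in these tables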
KCNQ1 inh: inhibitors of human KCNQ1 potassium channel; P51787; CHO-K1 KCNQ1, FluxOR thallium flux fluorescence; stronger effect = higher value; B-score at 10 µM; 310,000 tested, 1.3% active; AID 2642;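 active = compounds whose thallium flux B-score, printed positive for inhibition, exceeds three library SD while starting fluorescence stays within three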;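 note: channel opened by potassium depolarization with thallium stimulus after 20 min compound exposure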
KCNQ1 pot: potentiates or activates the human KCNQ1 potassium channel; B-score at 10 µM; P51787; 310,000 tested, 0.35% active; CHO-K1 KCNQ1, thallium flux FluxOR fluorescence; stronger effect = higher value;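 active = fluorescence ratio B-score, a plate-corrected score, at least three library SD, with initial intensity B-score within 5 SD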
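assay system = KCNQ1-transfected CHO-K1 cells | medium = assay buffer with matched DMSO | probe or stimulus = depolarizing K+/Tl+ stimulus, K2SO4 and Tl2SO4 each 12.5 mM in 5x stock | dosing = single dose | incubation = dye 90 min, compound 20 min, room temperature | detection = kinetic FluxOR fluorescence, 10 s baseline plus 110 s post-stimulus | evaluation = ratio B score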
TRPC4 block: TRPC4 (mouse) channel inhibition. HEK293 TRPC4beta/mu-opioid, DAMGO-evoked Fluo4 calcium flux; stronger effect = lower value. 300,000 tested, 0.39% active. B-score at 10 µM. Q9QUQ5. AID 2247;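 active = B-score over 3 SD under the library average, no early fluorescence shift, positive overall ratio signal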
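Test system – stable TRPC4beta/mu-opioid receptor HEK293 cells · Probe or stimulus – DAMGO, a submaximal dose followed by a maximal one · Dosing – one concentration per compound · Signal – Fluo4 calcium fluorescence by kinetic imaging, 5 s 1 Hz baseline · Evaluation – per-well B score of integrated baseline-normalized Fluo4 ratio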
Starred values were filed as active, the others as inactive; i = inactive; x = not tested or not shown. This is a subset; the hit share may differ from the screen's.

mol | KCNK3 inh | KCNK9 block | TRPC4 agonist | TRPC4 PAM | KCNQ1 inh | KCNQ1 pot | TRPC4 block | Dyrk1A ADPGlo | Platelet DG rel | PolyA inh | hERG protect
COc1cc(OC)c2ccc(=O)oc2c1C(CCN1CCN(c2ccccc2)CC1)c1ccc(N(C)C)cc1 (centres undefined) | i | i | i | i | i | i | i | 1 | 1 | i | -14
CCOC(=O)c1[nH]c(Cc2[nH]c(C(=O)OCC)c(C)c2CCC(=O)OC)c(CCC(=O)OC)c1C | i | i | i | i | i | i | i | -3 | 1 | i | -22
O=C(Nc1cccc(-c2cccc(Cl)c2)c1)C1CCN(Cc2ccccn2)CC1 | i | i | i | i | i | i | i | 0 | -6 | i | -24
CCCOc1ccc(C(C)=O)cc1Cc1c(O)nc(SC)[nH]c1=O | i | i | i | i | i | i | i | 12 | -3 | i | -9
O=C(CCn1c(=O)c2sccc2n(CC(=O)NCc2ccco2)c1=O)NCc1ccccc1 | i | i | i | i | i | i | i | -5 | -2 | i | -9
CSc1ccccc1NC(=O)CNCCCN1CCOCC1 | i | i | i | i | i | i | i | 0 | -2 | i | -14
O=S(=O)(c1ccccc1)N1CCN=C1SCc1ccccc1 | i | i | i | i | i | i | i | 4 | 1 | i | -9
Cc1ccc2nc(-c3ccc(NC(=O)C4CCCO4)cc3)[nH]c2c1 (centres undefined) | i | i | i | i | i | i | i | -9 | 8 | x | -17
COC(=O)c1ccc(SCC(=O)NCc2ccccc2)c([N+](=O)[O-])c1 | i | i | i | i | i | i | i | -4 | 4 | i | -5
COc1cccc(-c2nc(CS(=O)CC(=O)NC3CCCCC3)c(C)o2)c1 (centres undefined) | i | i | i | i | i | i | i | 1 | 8 | i | -8
COc1ccc(N2CCN(C(=O)COc3ncnc4ccccc34)CC2)cc1 | i | i | i | i | i | i | i | 3 | 7 | i | -4
Cc1ccc(-n2ccnc(SCC(=O)NC3CCCC3)c2=O)cc1Cl | i | i | i | i | i | i | i | 5 | 10 | i | -1
CC12COC3(C(=O)Nc4ccc(Cl)cn4)CC1CCC32C (centres undefined) | i | i | i | i | i | i | i | -6 | -4 | i | -10
CN(C(=O)c1ccccn1)c1nnc(-c2cnccn2)s1 | i | i | i | i | i | i | i | 21 | 0 | i | -8
Cc1cc(C)cc(N(CC(=O)N2CCN(c3ccccc3)CC2)S(=O)(=O)c2c(C)noc2C)c1 | i | i | i | i | i | i | i | 13 | -1 | i | -3
CSc1nc(C)cc(OCCO)n1 | i | i | i | i | i | i | i | 6 | 12 | i | -4
CN1CCN(NC(=O)c2cccc(C(F)(F)F)c2)CC1 | i | i | 53* | i | i | i | i | -2 | -4 | i | -6
COc1cccc(C(=O)NC2CCSC2=O)c1 (centres undefined) | i | i | i | i | i | i | i | 5 | -4 | i | -7
CCOc1cc(/C=N/NC(=O)c2cc(-c3cccnc3)nc3ccccc23)ccc1O | i | i | i | i | i | i | i | x | 10 | i | -7
CC(C(=O)NC(C)(C)C)N1C(=O)c2cccc3cccc(c23)C1=O (centres undefined) | i | i | i | i | i | i | i | 7 | 5 | i | -6
O=C(Nc1nccs1)c1cccc(S(=O)(=O)N2CCCC2)c1 | i | i | i | i | i | i | i | 2 | -15 | i | 1
O=C(c1ccccn1)N(c1ccccc1)C1(C(=O)NC2CCCCC2)CCCCC1 | i | i | i | i | i | i | i | -9 | 19 | i | -8
CC(Oc1ccccc1)c1ccnn1S(C)(=O)=O (centres undefined) | i | i | i | i | i | i | i | -1 | 4 | i | -10
O=C1CN(c2ccccc2F)C(=O)CN1c1ccccc1F | i | i | i | i | i | i | i | -3 | 10 | i | -9
O=C(NCc1cn2ccccc2n1)c1ccc(Br)o1 | i | i | i | i | i | i | i | 10 | -8 | i | -6
Cc1ccccc1/C=C/c1nc2ccccc2c(=O)n1Cc1ccccc1 | i | i | i | i | i | i | i | 2 | -2 | i | -3
COc1cc(/C=C/C(=O)O)cc(S(=O)(=O)NCCO)c1OC | i | i | i | i | i | i | i | -1 | 3 | i | 0
CC(C)(C)c1nc2c(s1)CCc1onc(-c3ccc(Br)cc3)c1-2 | i | i | i | i | i | i | i | -12 | -1 | i | -13
Nc1ncc2c(n1)-c1ccoc1CC2 | i | i | i | i | i | i | i | -5 | x | i | -3
Cc1ccc([N+](=O)[O-])cc1NC(=S)NC(=O)c1ccco1 | i | i | i | i | i | i | i | 0 | -8 | i | 5.1*
Cc1cc(C(=O)NNc2ccc(F)cc2)no1 | i | i | i | i | i | i | i | x | 10 | i | -2
COCCCNC(=O)CCCC(=O)NCCCOC | i | i | i | i | i | i | i | -12 | 3 | i | -7
COc1ccc(COc2cc(-c3cccc(OC)c3)nc3ccc(N)cc23)cc1 | i | i | i | i | i | i | i | 10 | 4 | i | -10
O=C(O)C1C2C=CC(C2)C1C(=O)NCCCN1CCOCC1 (centres undefined) | i | i | i | i | i | i | i | 1 | -3 | i | -2
O=C(O)C(Cc1ccccc1)N1C(=O)c2ccccc2C1=O (centres undefined) | i | i | i | i | i | i | i | 1 | 2 | i | -10
O=[N+]([O-])c1ccc(S(=O)(=O)NCCN2CCOCC2)cc1 | i | i | i | i | i | i | i | -3 | -4 | i | -10
COc1ccc([N+](=O)[O-])cc1NC(=O)c1cccs1 | i | i | i | i | i | i | i | 10 | 1 | i | -8
CCOC(=O)CNS(=O)(=O)c1cc(-c2nnc(Nc3ccc4c(c3)OCO4)c3ccccc23)ccc1C | i | i | i | i | i | i | i | -3 | -2 | i | -5
CCC(=O)Nc1ccc2c(c1)OCCO2 | i | i | i | i | i | i | i | -3 | 0 | i | -8
CCCNC(=O)Cn1c(=O)oc2ccccc21 | i | i | i | i | i | i | i | 1 | 9 | i | -3
O=C(O)c1cc(-c2cccs2)[nH]n1 | i | i | i | i | i | i | i | 9 | 3 | i | -3
COC(=O)[C@H](Cc1ccccc1)NC(=O)NCCc1ccc(S(N)(=O)=O)cc1 | i | i | i | i | i | i | i | 2 | -1 | i | -10
Cc1ccc(-c2ccnc3c(Br)c(C)nn23)cc1 | i | i | i | i | i | i | i | -9 | 1 | i | -1
CCn1cc(CNC(=O)NC2CCCCC2)c(C)n1 | i | i | i | i | i | i | i | 0 | 12 | i | -5
O=C1CCCC2=C1C(Cc1ccccc1)C1=C(CCCC1=O)O2 | i | i | i | i | i | i | i | -2 | -2 | i | -7
Cc1noc(C)c1S(=O)(=O)N1CCC(C(=O)N2CCN(Cc3ccc4c(c3)OCO4)CC2)CC1 | i | i | i | i | i | i | i | -8 | 3 | i | -8
O=C(CCN1CCc2ccccc2C1)c1ccc2c(c1)OCCO2 | i | i | i | i | 7* | i | i | -4 | 0 | i | -24
Cc1cc(C)cc(NS(=O)(=O)c2ccc(Oc3ncc(C(F)(F)F)cc3Cl)cc2)c1 | i | i | i | i | i | i | i | 5 | 0 | i | -17
O=C(c1cc(-c2ccc(O)cc2)on1)N1CCN(c2ccc(F)cc2)CC1 | i | i | i | i | i | i | i | 4 | 21 | i | -8
COc1cc2c(cc1OC)C(NC(=O)C(F)(F)F)C/C2=N\O (centres undefined) | i | i | i | i | i | i | i | -4 | -12 | i | 1
C#Cc1ccc([C@@H]2C=C(C(=O)N3CCN(Cc4ccc5c(c4)OCO5)CC3)O[C@H](OCC)[C@H]2CCCO)cc1 | i | i | i | i | i | i | i | x | -9 | i | -17
CCn1cc(S(=O)(=O)Nc2ncccn2)cn1 | i | i | i | i | i | i | i | -4 | -7 | i | -3
CC1CC(C)CN(S(=O)(=O)c2ccc(NC(=O)C3CSC4(C)CCC(=O)N34)cc2)C1 (centres undefined) | i | i | i | i | i | i | i | 0 | -3 | i | -10
O=S(=O)(c1cccc2nsnc12)N1CCc2ccccc2C1 | i | i | i | i | i | i | x | 14 | -4 | i | -10
CC(Sc1nnc(-c2cccs2)n1Cc1ccccc1)C(=O)NCc1ccc2c(c1)OCO2 (centres undefined) | i | i | i | i | i | i | i | -4 | 1 | i | -16
Cc1ccnc(NC(=O)c2cc([N+](=O)[O-])cc([N+](=O)[O-])c2)c1 | i | i | i | i | i | i | i | -11 | -1 | i | -7
CCOC(=O)c1c(OCCO)noc1N | i | i | i | i | i | i | i | -4 | -4 | i | -4
CCCNC(=O)Nc1ccc2c(c1)N(C)C(=O)c1ccccc1S2 | i | i | i | i | i | i | i | 0 | 22 | i | -10
CCC1CCCCN1CCCNC(=O)c1cn(C)c2ccc(S(=O)(=O)N3CCOCC3)cc2c1=O (centres undefined) | i | i | i | i | i | i | i | -3 | -7 | i | -9
O=C(COc1ccccc1)NCC(=O)N/N=C/c1ccc(Br)cc1 | i | i | i | i | i | i | i | -2 | -12 | i | -7

The list goes on.
mol | KCNK3 inh | KCNK9 block | TRPC4 agonist | TRPC4 PAM | KCNQ1 inh | KCNQ1 pot | TRPC4 block | Dyrk1A ADPGlo | Platelet DG rel | PolyA inh | hERG protect
Cc1ccsc1-c1n[nH]c(=S)n1CC(C)C | i | i | i | i | i | i | i | -1 | 36 | i | -5
O=C(CNC(=O)COc1ccccc1)NCCc1ccccn1 | i | i | i | i | i | i | i | -2 | -4 | i | -13
Cc1ccc(C2=NS(=O)(=O)N(C)C(C(=O)NCc3ccccc3)=C2)cc1 | i | i | i | i | i | i | i | 2 | -11 | i | -9
COC(=O)c1cccc(NC(=O)/C=C/c2ccc3c(c2)OCO3)c1 | i | i | i | i | i | i | i | 18 | 9 | i | -11
Cc1ccc(NC(=O)C2C3CCCCC32)cc1[N+](=O)[O-] (centres undefined) | i | i | i | i | i | i | i | -5 | -2 | i | -3
Cc1ccc(NC(=O)Cn2cnc([N+](=O)[O-])c2)cc1C | i | i | i | i | i | i | i | 1 | -4 | i | 2
O=Cc1ccc2cccnc2n1 | i | i | i | i | i | i | i | -2 | 17 | i | -10
COCC1CCCN(C(=O)c2cc(COc3ccc4ncccc4c3)on2)C1 (centres undefined) | i | i | i | i | 6* | i | i | 1 | -7 | i | -18
CCOc1ccccc1NC(=O)NC(=O)N(C)S(=O)(=O)c1ccc(C)cc1 | i | i | i | i | i | i | i | 0 | 2 | i | -4
COC(=O)c1ccc(NCCC(=O)O)cc1 | i | i | i | i | i | i | i | -2 | 10 | i | -5
